Assay outcomes deposited in PubChem BioAssay by National Center for Advancing Translational Sciences (NCATS).
HCV inhibitor – qHTS Assay for Inhibitors of Hepatitis C Virus (HCV) | Huh7.5.1 HCVcc-Cre infection, luciferase reporter, 44 h | Potency, µM (series often up to 41.8 µM), for the others: top-dose activity change, negative = inhibition, actives largely listed as inhibitors | actives 3.4% (n = 340,000); active = well fitted inhibition curve with a large enough effect; inconclusive = small, poorly fitted or top-dose-only effect, or another doubt; inactive = no such curve, though single readings can be large or run the other way
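Infectious HCVcc-Cre (~0.5 moi) was added to cells just after compound, with cells seeded 4 h earlier at 1,000 per well. Luciferase activity after 44 h culture reported infection; substrate was incubated 15 min at room temperature before reading.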
Active calls of the source: *; ? = inconclusive; [ ] = another dose, or the depositor's remark. % is set by controls: 0 for no effect and ±100 for the full control effect; potency is the fitted concentration of half-maximal effect. An excerpt (hit frequency here may not be typical).

SMILES | HCV inhibitor
CCOC(=O)C(NC(=O)c1ccccc1)C(C)(C)SCc1ccccc1 (centres undefined) | -22%
O=C(O)c1ccccc1NS(=O)(=O)c1ccc(N/N=C/c2ccc(O)c(O)c2)c([N+](=O)[O-])c1 | -12%
COc1ccc(-c2cc(C(=O)OCC(=O)N3CCCCC3)c3ccccc3n2)cc1OC | ?
Cc1ccccc1Cn1cc(S(=O)(=O)c2ccc(C(C)C)cc2)c(=O)c2cc3c(cc21)OCO3 | 10µM*
Cc1ccc(S(=O)(=O)N2CCC(=O)CC2c2ccccc2)cc1 (centres undefined) | -7%
COc1ccc(NS(=O)(=O)c2cc([N+](=O)[O-])ccc2NN=Cc2ccccc2OCC(=O)O)cc1 | -7%
C[C@@H]1CN([C@@H](C)CO)C(=O)c2cc(NC(=O)CCC(F)(F)F)ccc2O[C@H]1CN(C)S(=O)(=O)c1ccc(Cl)cc1 | 7%
CC[C@]12c3[nH]c4cc(CCC(=O)N(C)C)ccc4c3CCN1C(=O)[C@@H](CC(=O)NCCC1=CCCCC1)C[C@@H]2C(=O)N1CCN(C(=O)c2ccco2)CC1 | 10%
c1ccc2cc(CCO[C@H]3CCCCO3)ncc2c1 | 11%
Clc1ccccc1NCSC1=NCCS1 | 2%
COc1cccc(NC(=O)c2cc(-c3ccco3)nc3ccccc23)c1 | -10%
O=C(O)c1ccccc1C(=O)c1ccc(F)c(F)c1 | 21%
O=C(Nc1cccc(S(=O)(=O)N2CCCCCC2)c1)c1cncc(Br)c1 | 11µM*
CCOC(=O)N1CCC(NC(=O)CCc2c(C)nc3c(c(C)nn3-c3ccccc3)c2C)CC1 | 14%
CS(=O)(=O)N1Cc2ccccc2-n2nncc2C1 | -12%[8.37 µM]
CC(=O)Nc1ccc(S(=O)(=O)N2Cc3cnnn3-c3ccccc3C2C#N)cc1 (centres undefined) | 0.32µM*
O=C(CSc1cc(Cl)ccc1Cl)NCCN1C(=O)CSC1=O | -14%
COc1ccc(NC(=S)NC(=O)c2ccc3c(c2)OCCO3)cc1 | -6%
Cc1ccc(N=C(/N=C(\N)N[N+](=O)[O-])Nc2ccc(C)cc2)cc1 | -11%
O=C(Nc1ccc(C(=O)N2CCOCC2)cc1)c1ccccc1 | -5%[8.37 µM]
Cc1noc(C)c1NC(=O)N(C)C[C@H]1Oc2ccc(NC(=O)NC(C)C)cc2C(=O)N([C@H](C)CO)C[C@H]1C | 43%[activator]
CC(C)(C)OC(=O)N1CCC2(CC1)Oc1ccc(Cl)cc1C(=O)C21CC(c2ccc(Cl)cc2)=NO1 (centres undefined) | 23%
O=C(OCC(=O)c1ccccc1)C1=NN(c2ccccc2)C(=O)CC1 | 16%
CC(Cc1ccccc1)N(C)C(=O)CN1C(=O)c2ccccc2C1=O (centres undefined) | 9%

In the list so far, 2 contain fluorine:
SMILES | HCV inhibitor
C[C@@H]1CN([C@@H](C)CO)C(=O)c2cc(NC(=O)CCC(F)(F)F)ccc2O[C@H]1CN(C)S(=O)(=O)c1ccc(Cl)cc1 | 7%
O=C(O)c1ccccc1C(=O)c1ccc(F)c(F)c1 | 21%

Next section:
SMILES | HCV inhibitor
CC(=O)C12CC(C)=C(C)CC1CC1C3CCC4=CC(=O)CCC4(C)C3CCC12C (centres undefined) | ?
O=C(COc1ccccc1[N+](=O)[O-])NCC1(N2CCOCC2)CCCCC1 | -13%
C=COCCNC(=O)C(=O)NCC(C)C | 21%
O=C(C[C@@H]1C/C=C\C[C@H](NC(=O)OCC2c3ccccc3-c3ccccc32)C(=O)OC[C@H]2CCCN2C1=O)N[C@H](CO)Cc1ccccc1 | -11%
CC(=O)C1CCC2C3CCC4=CC(=O)C=CC4(C)C3CCC12C (centres undefined) | -19%
Nc1nc(SCC(=O)Nc2cc(Cl)c(Cl)cc2Cl)n[nH]1 | -25%
COc1cc2cc(CCCOC(=O)c3cc(OC)c(OC)c(OC)c3)oc(=O)c2cc1OC | -18%
COC(=O)c1cnc(N)s1 | 1%
CN(CCc1ccccc1)C(=O)c1ccc(NC(=O)Cc2cccc(NC(=O)C3CCN(C(=O)C4CCC4)CC3)c2)cc1 | 2%
C[C@@H]1O[C@@H](OC[C@H]2O[C@@H](Oc3cc(O)c4c(=O)cc(-c5ccc(O)c(O)c5)oc4c3)[C@H](O)[C@@H](O)[C@@H]2O)[C@H](O)[C@H](O)[C@H]1O | 13%
C=C(C)CNC(=O)C1CCC(=O)N(CCCc2ccccc2)C1 (centres undefined) | 17%
COc1ccc(C(=O)c2c(-c3ccc(OC)cc3)oc3ccc(-c4ccc(OC)nc4)cc23)cc1 | 28%

Exported tab-delimited: entries from further up.
Structure	HCV inhibitor
COc1cc2cc(CCCOC(=O)c3cc(OC)c(OC)c(OC)c3)oc(=O)c2cc1OC	-18%
COC(=O)c1cnc(N)s1	1%
CN(CCc1ccccc1)C(=O)c1ccc(NC(=O)Cc2cccc(NC(=O)C3CCN(C(=O)C4CCC4)CC3)c2)cc1	2%
C[C@@H]1O[C@@H](OC[C@H]2O[C@@H](Oc3cc(O)c4c(=O)cc(-c5ccc(O)c(O)c5)oc4c3)[C@H](O)[C@@H](O)[C@@H]2O)[C@H](O)[C@H](O)[C@H]1O	13%
C=C(C)CNC(=O)C1CCC(=O)N(CCCc2ccccc2)C1 (centres undefined)	17%

Next part
SMILES | HCV inhibitor
COc1ccc(CNC(=O)C2(CC3CC(c4ccccc4)=NO3)CCNCC2)cc1 (centres undefined) | -2%
CN(c1ccccc1)S(=O)(=O)c1ccc(Cl)c(C(=O)OCC(=O)c2c(N)n(C)c(=O)n(C)c2=O)c1 | ?
O=C(COC(=O)CC1CC2CCC1C2)Nc1ccc(F)cc1Cl (centres undefined) | 8%
O=C(NCc1cccnc1)[C@@H]1CC=C[C@@H]2CCN(Cc3ccccc3)C(=O)[C@@H]21 | -3%
O=C(O)c1cccc2c1-c1ccc([N+](=O)[O-])cc1C2=O | 27%
CN(C)/C=C(/C(=O)c1ccccc1Cl)S(=O)(=O)c1ccccc1 | 8%
Cc1ccc(S(=O)(=O)Oc2ccccc2[N+](=O)[O-])cc1 | 4%
NC(Cc1c[nH]c2ccccc12)C(=O)Nc1ccccc1 (centres undefined) | -6%
Cc1c(C)c([N+](=O)[O-])c(C)c(C)c1N | 29%
CN1CCN(C2Cc3cc(Cl)ccc3Sc3cc(F)ccc32)CC1 (centres undefined) | ?
CCN(CC)S(=O)(=O)c1ccc(N2CC(C(=O)N3Cc4ccccc4CC3C(N)=O)CC2=O)cc1 (centres undefined) | ?
Cc1ccc(C(=O)OCC(=O)NC2CC2)s1 | -2%

Part of the list above, reformatted.
structure,HCV inhibitor
O=C(NCc1cccnc1)[C@@H]1CC=C[C@@H]2CCN(Cc3ccccc3)C(=O)[C@@H]21,-3%
O=C(O)c1cccc2c1-c1ccc([N+](=O)[O-])cc1C2=O,27%

The listing continues.
SMILES | HCV inhibitor
CCOc1ccc(S(=O)(=O)N2CCCCC2)cc1NC(=O)c1ccccc1 | ?
COc1ccc2cc(Br)ccc2c1CC(=O)NCCCN1CCOCC1 | ?
COc1ccc(CN2[C@@H](CC(=O)O)c3cc(C(F)(F)F)ccc3S2(=O)=O)cc1 | 28%
O=C1CCC[C@H]2c3[nH]c4ccccc4c3CCN12 | -22%
Cc1cccc(NC(=O)c2cccc(NC(=O)c3ccco3)c2)c1 | -4%
CCCCn1c(N)c(N(CC)C(=O)c2cccs2)c(=O)[nH]c1=O | -2%
O=C(NN1C(=O)NC2(CCCCC2)C1=O)c1cc2cc(Cl)ccc2o1 | 4%
CC1(c2ccccc2)NC(=O)N(CC(=O)Nc2ccc(S(=O)(=O)NC3=NCCCCC3)cc2)C1=O (centres undefined) | 4%
O=C(CN1C(=O)NC(c2ccccc2)(c2ccccc2)C1=O)N1CCCCC1 | 38%[activator]
COc1cc(C)cc(C(=O)C=Cc2ccccc2)c1O | -15%
CCCCOc1ccc(/C=N/NC(=O)c2nnn(-c3nonc3N)c2CN2CCCCCC2)cc1 | 6%
O=C(N/N=C/c1cc2c(cc1[N+](=O)[O-])OCO2)c1ccccn1 | -11%
O=C(O)C1CCN(Cc2cnn(-c3ccccc3)c2-n2cccc2)CC1 | -19%
Cc1ccccc1N=Cc1ccc[nH]1 | 8%
S=C1NCCN1CC1CCN(CCC23CC4CC(CC(C4)C2)C3)CC1 | ?
CC[C@@]1(C(=O)OC)N[C@H](CN(C)S(=O)(=O)c2ccccc2)[C@@H]2C(=O)N(C)C(=O)[C@@H]21 | 16%
Nc1cc(SCc2ccc(Cl)cc2Cl)ncn1 | -3%
Nc1nc2ccc(C(=O)Nc3ccc(N4CCOCC4)cc3)cc2s1 | ?
CCn1nc(C(=O)NNC(=O)c2ccc(OC(F)F)cc2)c2ccccc2c1=O | ?
O=[N+]([O-])c1ccc(Sc2ccc(F)cc2)nc1 | 0%
COC(=O)C[C@H](NC(=O)Cn1cnc2c(SC)nc(N)nc21)C(=O)OC | ?
CN1OC[C@@H]2CN(Cc3cc(Cl)cc(Cl)c3)[C@H](c3cccc(-c4ccccc4)c3)C[C@@H]21 | 2%[8.37 µM]
CC[C@]12c3[nH]c4ccc(Cl)cc4c3CCN1C(=O)[C@@H](CC(=O)NCc1cccc(C(F)(F)F)c1)C[C@@H]2C(=O)N1CCN(C(=O)C2CC2)CC1 | 35µM*
CCN(CC)C(=O)[C@H]1C[C@H](CC(=O)NCCCOC)C(=O)N2CCc3c([nH]c4cc(-c5ccco5)ccc34)[C@]12C | 13%
COc1cccc(/C=C/C(=C2\C(=O)N(c3ccccc3)N=C2C)c2ccc(Br)cc2)c1OC | 5%
CC1(c2nnc(-c3cccc(Cl)c3)o2)CC(c2cccnc2)=NO1 (centres undefined) | 0%
COc1ccc(NC(=O)COC(=O)CCSc2ccccc2)cc1OC | -9%
C#CCOCCOCCOCCNc1nc(N2CCN(C(=O)C([C@@H](C)CC)n3cc(C(N)COC(=O)C(F)(F)F)nn3)CC2)nc(N2CCN(C(=O)[C@H](CCC(=O)O)n3cc(C(N)CC(C)C)nn3)CC2)n1 (some centres undefined) | 5%
COC1OC2COC(c3ccccc3)OC2C(O)C1NC(C)=O (centres undefined) | 0%
CCNc1ccc(Br)cc(C(=O)/C=C/c2ccccc2Cl)c1=O | 13µM*
CSCCC(NC(=O)c1cccc(S(=O)(=O)N2CCN(C(C)=O)CC2)c1)c1nc2ccccc2[nH]1 (centres undefined) | 12%
COc1cc(/C=C/C(=O)OCC(=O)NCc2ccc3c(c2)OCO3)cc(OC)c1OC | 8%
CC(=O)OC1(C)CC(C)C(=O)C(C(O)CC2CC(=O)NC(=O)C2)C1 (centres undefined) | 0.5µM*
COC(=O)C[C@H]1c2cc(C(F)(F)F)ccc2S(=O)(=O)N1C(C)(C)C | 8%
Cc1ccc(NS(=O)(=O)c2ccccc2)c([N+](=O)[O-])c1 | 18%
O=C(COC(=O)c1cc(Br)ccc1O)NC12CC3CC(CC(C3)C1)C2 | 2%
CCOC(=O)C1=CNS(=O)(=O)NC1c1cccc(O)c1 (centres undefined) | -7%[8.37 µM]
NC(=O)C1(C(=O)O)OC1(c1ccc(Cl)cc1)c1ccccc1Cl (centres undefined) | 5%
O=C(CN1C(=O)NC2(CCc3ccccc32)C1=O)c1cccs1 (centres undefined) | 2%
O=C(c1ccco1)N1CCN(C(=O)c2cccn3c(=O)c4c5c(sc4nc23)CCCC5)CC1 | -7%
O=C(NCc1ccccc1)C1=C[C@@H](c2ccc3c(c2)OCO3)C[C@@H](OCCCCO)O1 | -2%
Cc1ccc(C(=O)NCC(C)NC(=O)c2ccc(C)c(C)c2)cc1C (centres undefined) | ?
O=C(O)C1=C[C@H](C2CC2)C[C@H](OCc2ccc(CO)cc2)O1 | 16%
CCN(CC(=O)Nc1ccccc1C(F)(F)F)C(=O)c1ccc(-n2nc(C)c(CCC(=O)OC)c2C)cc1 | -9%
COc1ccc(CN(C)C(=O)COc2cccc(-n3cnnn3)c2)cc1OC | 1%
Cc1cc(=O)[nH]c(SCC(=O)NC2CCCCCC2)n1 | 32%[activator]
COc1ccc(NC(=O)N(C)C[C@H]2Oc3ccc(NC(=O)CCC(F)(F)F)cc3C(=O)N([C@H](C)CO)C[C@@H]2C)cc1 | -2%
COc1ccc(C2=C(C=O)Cc3ccccc3O2)cc1 | ?
C/C=C(/C)C(=O)OC1CC(C)(C)C[C@H]2C3=CC[C@@H]4[C@@]5(C)CCC(O[C@@H]6O[C@@H](C(=O)O)[C@@H](O)C(O[C@@H]7OC[C@H](O)[C@@H](O)[C@@H]7O[C@@H]7OC(CO)C(O)[C@@H](O)[C@@H]7O)C6O[C@@H]6OC(CO)C(O)C(O)C6O)[C@@](C)(CO)[C@@H]5CC[C@]4(C)[C@]3(C)CC(O)[C@@]12CO (some centres undefined) | ?
C[C@]12CC[C@H](O)CC1=CCC1C2CC[C@@]2(C)C1CC[C@@H]2NC(=O)[C@@H](N)CO (some centres undefined) | 7%
C[C@H](CO)N1C[C@H](C)[C@@H](CN(C)S(=O)(=O)c2ccccc2)Oc2c(NC(=O)c3ccncc3)cccc2C1=O | 13%
O=C1CC(C(=O)O)C(c2ccccc2)c2ccccc21 (centres undefined) | 15%
COc1ccc(-c2c(-c3ccsc3)oc3ccc(N4CCOCC4)cc23)cn1 | ?
CN(C)S(=O)(=O)c1cccc(C(=O)Nc2cc(S(=O)(=O)N3CCOCC3)ccc2N2CCCC2)c1 | 4%
O=[N+]([O-])c1cccc(COc2ccccc2CN2CCCCC2)c1 | -12%[8.37 µM]
CCOC(=O)[C@@H]1[C@H]2COc3ccccc3[C@@H]2N2C(=O)N(c3ccc(C(F)(F)F)cc3)C(=O)[C@@]12C | -6%
C[C@H](CO)N1C[C@H](C)[C@@H](CN(C)C(=O)Nc2ccccc2)Oc2ccc(NS(=O)(=O)c3cn(C)cn3)cc2C1=O | 7%
CN(C(=O)CSc1cccc[n+]1[O-])c1ccccc1 | -6%
